High-throughput results deposited in PubChem BioAssay by several laboratories.
PfHsp40 yeast: restores yeast growth despite PfHsp40 toxicity; S. cerevisiae expressing PfHsp40, growth rescue, ATP luminescence; growth rescue, % at 12.5 µM; 340,000 tested, 0.68% active; AID 504582; in the data active = growth rescue above about 28%, passing the limit was not always enough; inconclusive = no clear call, values can overlap the other calls;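 also: yeast W303a lacking pdr1 and pdr3 grown in galactose medium; growth measured after three days at 30 °C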
Rv3671c protease: Rv3671c (M. tuberculosis) protease inhibition | P9WHR9 | inhibition, % at 5.96 µM | 320,000 tested, 0.048% active | AID 2606; in the data active = inhibition above about 38%;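 also: extracellular domain of Rv3671c used as enzyme; 0% = enzyme with DMSO and 100% = no enzyme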
TcdB GH inh: blocks C. difficile toxin B glycohydrolase activity | P18177 | TcdB glycohydrolase enzymatic assay, plate reader | inhibition, % at 9.99 µM | 350,000 tested, 0.24% active; in the data active = inhibition above about 10%
Anthrax LF inh2: blocks Bacillus anthracis lethal factor protease; P15917; multiplex microsphere protease cleavage assay, LF; inhibition, % at 10 µM; 360,000 tested, 0.12% active; AID 588501; in the data active = inhibition above about 30%; inconclusive = no clear call, values can overlap the other calls; also: plate controls were buffer without enzyme for full effect and enzyme alone for no effect
Target sequence (P15917 whole entry, looked up): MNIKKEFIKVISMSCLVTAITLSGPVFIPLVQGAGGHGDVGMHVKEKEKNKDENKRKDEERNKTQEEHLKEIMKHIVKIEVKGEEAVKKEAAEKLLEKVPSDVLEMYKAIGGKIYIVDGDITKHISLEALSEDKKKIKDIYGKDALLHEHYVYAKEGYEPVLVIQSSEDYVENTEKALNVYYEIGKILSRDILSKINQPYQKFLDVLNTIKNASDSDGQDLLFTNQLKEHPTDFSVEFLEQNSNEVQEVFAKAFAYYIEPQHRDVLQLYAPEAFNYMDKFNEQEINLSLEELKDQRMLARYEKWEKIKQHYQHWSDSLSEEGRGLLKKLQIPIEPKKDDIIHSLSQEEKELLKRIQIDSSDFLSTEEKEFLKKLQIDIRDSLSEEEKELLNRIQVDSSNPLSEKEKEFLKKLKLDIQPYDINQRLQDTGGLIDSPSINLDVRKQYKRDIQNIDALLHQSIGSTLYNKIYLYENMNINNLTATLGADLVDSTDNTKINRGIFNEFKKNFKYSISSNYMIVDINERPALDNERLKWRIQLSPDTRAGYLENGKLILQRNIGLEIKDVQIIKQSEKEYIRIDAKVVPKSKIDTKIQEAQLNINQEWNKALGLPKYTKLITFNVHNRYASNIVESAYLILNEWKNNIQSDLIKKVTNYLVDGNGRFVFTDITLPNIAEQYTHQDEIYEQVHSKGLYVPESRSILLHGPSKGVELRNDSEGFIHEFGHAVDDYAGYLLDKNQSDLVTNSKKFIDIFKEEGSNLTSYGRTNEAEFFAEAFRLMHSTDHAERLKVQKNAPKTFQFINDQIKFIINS
MazEF act: increases E. coli MazEF RNase cleavage of RNA | P0AE70 | FAM/BHQ RNA-DNA oligo cleavage fluorescence, 5 h | activation, % at 20 µM | 350,000 tested, 0.32% active | AID 504720; in the data active = activation above about 50%
Target sequence (P0AE70 whole entry, looked up): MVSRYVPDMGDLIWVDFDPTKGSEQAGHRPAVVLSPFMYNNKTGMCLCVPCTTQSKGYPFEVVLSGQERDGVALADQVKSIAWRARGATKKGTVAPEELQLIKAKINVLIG
3CLpro inhibitor: SARS-CoV 3CLpro protease inhibition. AID 1706. 290,000 tested, 0.14% active. recombinant SARS-CoV 3CLpro, quenched FRET peptide cleavage. inhibition, % at 6 µM; in the data active = inhibition above about 12%
DUSP3 inh: blocks human VHR1 dual specificity phosphatase. recombinant VHR phosphatase, pNPP absorbance. inhibition, % at 13.3 µM. 290,000 tested, 0.52% active. AID 1654; in the data active = inhibition above about 50%; also: some compounds called inactive have numbers as strong as hits
Target sequence (P51452 whole entry, looked up): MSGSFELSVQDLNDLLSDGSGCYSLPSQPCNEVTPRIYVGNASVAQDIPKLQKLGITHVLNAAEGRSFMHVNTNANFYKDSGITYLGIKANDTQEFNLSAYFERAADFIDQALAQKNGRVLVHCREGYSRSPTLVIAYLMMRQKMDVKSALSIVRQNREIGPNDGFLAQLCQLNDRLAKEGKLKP
Y pestis TopoI: inhibitors of Yersinia pestis topoisomerase I. Y. pestis Topo-I cleavage product accumulation, plate reader. activity, % at 10 µM. 360,000 tested, 0.064% active. AID 504884; in the data active = activity above about 50%, passing the limit was not always enough; inconclusive = no clear call, values can overlap the other calls; also: inactives centre near 2
Vc quorum ag: inducers of Vibrio cholerae quorum light production without autoinducers. V. cholerae BH1578 lux reporter, luminescence, 6 h. activation, % at 18.7 µM. 350,000 tested, 0.16% active. AID 588436; in the data active = activation mostly above about 9.7%, no sharp cut-off; inconclusive = no clear call, values can overlap the other calls; inactive = mostly below about 3.7%; also: not every result past the cut was called active; inactives centre near 0; reference of the scale not given here
PriA SSB inh: inhibitors of Klebsiella pneumoniae PriA binding to SSB C-terminal tail. AlphaScreen SSBct-PriA binding, biotinylated peptide. inhibition, % at 33 µM. 430,000 tested, 0.6% active; in the data active = inhibition mostly above about 37%, no sharp cut-off; inactive = mostly below about 20%;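 also: plate controls were negative control peptide for no effect and reference peptide for full effect; strong numbers were not always called active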
* = called active by the depositor; i = inactive; u = inconclusive; x = no result given; & = joins results of further samples. An excerpt; count on the stated rates, not on these rows.

SMILES | PfHsp40 yeast | Rv3671c protease | TcdB GH inh | Anthrax LF inh2 | MazEF act | 3CLpro inhibitor | DUSP3 inh | Y pestis TopoI | Vc quorum ag | PriA SSB inh
Cc1ccc(-c2cnc(C(O)c3cc(Cl)cc(Cl)c3)[nH]2)cc1 (centres undefined) | x | x | 0.4 | -2.4 | x | x | x | -7.7 | i | x
O=c1oc2ccccc2cc1-c1nnc(-c2cccc(Br)c2)o1 | -0.2 | 0.1 | x | x | 22.5 | x | 5.5 | 4.1 | -0.3 | -6.3
COc1ccc(Br)cc1CNC(=O)C1CCN(c2nnc(N3CCCC3=O)s2)CC1 | 0.4 | -6.3 | 1.2 | -1.9 | 7.2 | -3.0 | -3.0 | 38.5 | -0.2 | -4.0
Cc1nn(-c2ccccc2)c(Cl)c1/C=N/NC(=O)c1cccc(S(=O)(=O)N2CCCC2)c1 | -1.3 | -7.1 | 0.7 | 1.5 | -7.2 | -2.3 | -1.2 | -0.4 | i | x
COc1ccc2c(c1)sc1nc(=O)ccn12 | -2.9 | -5.9 | 0.3 | -2.1 | -15.6 | -6.2 | 13.9 | -16.4 | i | -10.9
C=CCN(C(=O)COc1ccccc1)c1nnc(-c2ccncc2)s1 | -1.3 | -5.0 | x | -4.8 | 10.4 | -0.8 | 28.2 | 10.0 | -10.0 | -11.4
COc1ccccc1NC(=O)c1cc(Cl)ccc1NC(=O)c1ccco1 | -0.6 | -3.1 | x | -6.4 | 7.2 | 2.0 | 13.1 | -7.8 | -11.1 | -12.3
CCOC(=O)C(=CNc1cc(C)ccc1[N+](=O)[O-])C(=O)OCC | -1.0 | -5.5 | 1.0 | -3.7 | -0.7 | -1.4 | 29.8 | -6.4 | -0.2 | -2.0
COc1cccc(C2C3CN(C)CC=C3C(C#N)=C(N)C2(C#N)C#N)c1OC (centres undefined) | 0.1 | -0.5 | x | -0.9 | -166.2 | -1.7 | 4.8 | -10.5 | -1.4 | 2.1
CC1CCCCN1C(=O)c1c(Cl)cnn1C (centres undefined) | -1.2 | x | -0.9 | -2.1 | -3.6 | 0.0 | 9.2 | -0.5 | -0.3 | -1.8
O=C(O)c1ccccc1NC(=O)C1CCCO1 (centres undefined) | -0.5 | 9.8 | x | 3.9 | 6.6 | 0.9 | 7.2 | 6.3 | i | 10.7
CC(C)CN(CCCNC(=O)CN1C(=O)CSc2ccc(S(=O)(=O)N3CCOCC3)cc21)CC(C)C | -1.9 | 4.6 | 1.2 | 5.8 | 3.5 | -3.4 | -12.0 | 4.4 | 0.4 | -3.6
CCC(C)(C)NC(=O)C1CCCN1C(=O)NC1CCCCC1 (centres undefined) | -1.7 | -2.9 | 0.9 | -3.6 | 9.7 | -3.0 | 27.0 | 2.2 | -0.7 | -4.3
CCn1nnnc1SCC(=O)Nc1cccc(C)n1 | -0.3 | -1.8 | x | -3.5 | -3.2 | 1.4 | 17.2 | 2.8 | x | -19.2
CC#CCN(Cc1ccco1)C(=O)C1CCC(=O)N(CCc2cccc(F)c2)C1 (centres undefined) | x | x | -1.0 | 0.9 | -7.3 | x | x | 1.4 | 1.1 | x
COc1ccc(C(=O)Nc2ccnn2C2CCN(C(=O)c3cc(C)on3)CC2)cc1 | 0.8 | -4.3 | -1.2 | 1.3 | 6.9 | -1.4 | 2.5 | -7.4 | -0.4 | -5.4
COc1cc(/C=N/NS(=O)(=O)c2ccc(C)cc2)ccc1OCc1cccc(C(=O)O)c1 | 0.1 | 9.9 | -0.5 | -6.6 | -11.8 | 4.0 | 19.7 | 6.8 | -0.2 | x
Cc1cc(C)cc(-n2nnnc2SCC(=O)N2CCOCC2)c1 | -1.2 | 8.8 | x | -2.8 | -0.7 | 1.4 | -26.4 | 5.3 | -0.4 | -6.2
CN(C(=O)CSc1nc2ccccc2c(=O)n1-c1ccc(F)cc1)C1CCS(=O)(=O)C1 (centres undefined) | -1.1 | 2.4 | 1.8 | -7.6 | 6.7 | x | x | 3.3 | -7.1 | -4.2
COc1ccc(/C=N\NC(=O)COc2ccc(Cl)cc2Cl)c(C(=O)O)c1OC | 0.1 | 4.5 | x | 0.7 | 1.1 | -1.7 | 22.5 | 5.7 | -1.5 | x
O=C(O)CSCC(=O)NCc1c(Cl)cccc1Oc1ccccc1 | 0.4 | 4.8 | 1.0 | x | -0.9 | 1.6 | 8.4 | 4.6 | i | -17.9
Cn1c(=O)c2c(nc(N3CCCCCC3)n2Cc2cccc3ccccc23)n(C)c1=O | 6.8 | 3.9 | x | -4.4 | 4.7 | -7.7 | 14.7 | 22.8 | 4.6 | 6.8
COc1cc(C(=O)NCCNc2nc3c(C)c(C)ccc3cc2C#N)cc(OC)c1OC | -0.4 | -1.3 | 0.9 | x | 6.7 | 1.7 | 1.7 | 2.2 | -0.5 | -4.9
Cc1ccc(-c2cc(C(=O)N/N=C/c3cccnc3)c3ccccc3n2)cc1C | x | -59.5 | -0.1 | -3.6 | -5.7 | x | x | 7.4 | i | x
COc1ccccc1N1CCN(C(=O)c2ccc(S(=O)(=O)N3CCCC3)cc2)CC1 | -0.1 | 3.4 | x | 3.8 | -1.7 | -0.7 | 14.5 | 18.3 | 0.5 | 3.2
COCC(=O)N1Cc2ccccc2-n2nncc2C1 | -1.0 | x | -0.4 | 1.9 | 3.4 | x | x | 3.3 | -0.5 | -9.2
COc1ccccc1-c1cc(C(F)(F)F)nc(S(=O)(=O)CCCC(=O)Nc2cc(C)on2)n1 | 10.3 | 0.1 | x | x | 4.1 | 2.5 | 16.6 | 0.9 | i | -7.7
O=C(NNC(=O)c1cc2cc(Br)ccc2oc1=O)c1ccc(O)cc1O | 1.0 | -24.2 | x | -1.1 | 9.4 | 0.7 | 60.2* | -16.2 | -5.6 | 1.6
COc1ccc(Cn2c(SC)nc3ccccc32)cc1[N+](=O)[O-] | -2.0 | -0.3 | x | -4.1 | 8.2 | 2.1 | -0.5 | -4.6 | -0.4 | -9.0
COc1ccc(N2CCN(S(=O)(=O)c3ccc4c(c3)NC(=O)CC(=O)N4)CC2)cc1 | -0.5 | -1.2 | 1.2 | -1.8 | 6.2 | -2.0 | -9.3 | -2.5 | -2.1 | -2.3

Complete entries from above. Order of screens: PfHsp40 yeast	Rv3671c protease	TcdB GH inh	Anthrax LF inh2	MazEF act	3CLpro inhibitor	DUSP3 inh	Y pestis TopoI	Vc quorum ag	PriA SSB inh
Cc1nn(-c2ccccc2)c(Cl)c1/C=N/NC(=O)c1cccc(S(=O)(=O)N2CCCC2)c1 as listed: -1.3	-7.1	0.7	1.5	-7.2	-2.3	-1.2	-0.4	i	x
COCC(=O)N1Cc2ccccc2-n2nncc2C1 as listed: -1.0	x	-0.4	1.9	3.4	x	x	3.3	-0.5	-9.2
O=C(O)c1ccccc1NC(=O)C1CCCO1 (centres undefined) as listed: -0.5	9.8	x	3.9	6.6	0.9	7.2	6.3	i	10.7
COc1ccc(N2CCN(S(=O)(=O)c3ccc4c(c3)NC(=O)CC(=O)N4)CC2)cc1 as listed: -0.5	-1.2	1.2	-1.8	6.2	-2.0	-9.3	-2.5	-2.1	-2.3
COc1cccc(C2C3CN(C)CC=C3C(C#N)=C(N)C2(C#N)C#N)c1OC (centres undefined) as listed: 0.1	-0.5	x	-0.9	-166.2	-1.7	4.8	-10.5	-1.4	2.1

The results go on:
SMILES | PfHsp40 yeast | Rv3671c protease | TcdB GH inh | Anthrax LF inh2 | MazEF act | 3CLpro inhibitor | DUSP3 inh | Y pestis TopoI | Vc quorum ag | PriA SSB inh
[O-]/[N+](=C\c1ccncc1)c1ccccc1 | -1.3 | -0.8 | x | -2.9 | 5.2 | -3.2 | -2.0 | -0.8 | i | -15.1
Cn1cccc1P(=O)(c1cccn1C)c1cccn1C | -1.7 | -3.3 | 1.5 | -1.7 | 0.8 | -0.3 | 49.7 | 2.0 | i | -5.3
O=C1CN=C(c2ccc(Br)cc2)c2oc3ccccc3c2N1 | -0.9 | -0.2 | x | -10.4 | -1.8 | -1.6 | 7.2 | 8.9 | i | 6.5
COc1ccc(S(=O)(=O)N2CCN(S(=O)(=O)c3ccc4c(c3)OCCO4)CC2)cc1 | -0.4 | -10.3 | x | -4.0 | -4.1 | 0.7 | -14.1 | -2.1 | 0.7 | -2.1
Cc1cc(C)n(-c2nc(NC(C)(C)C)nc(NC(C)(C)C)n2)n1 | -0.5 | 0.2 | x | -0.7 | 2.3 | -2.9 | 27.2 | -6.9 | -0.2 | -15.2
CC(Oc1ccccc1[N+](=O)[O-])C(=O)N/N=C/c1ccoc1 (centres undefined) | u | -2.3 | 1.4 | 4.3 | 1.7 | 2.2 | 10.5 | 0.0 | -4.5 | x
Cc1c(C(=O)N2CCN(C(c3ccccc3)c3ccccc3)CC2)oc2ccccc12 | -0.9 | -12.8 | -0.2 | -2.4 | -5.7 | x | x | 36.0 | i | -12.9
C[C@H]1CN([C@@H](C)CO)C(=O)CCCn2nncc2CO[C@H]1CN(C)S(=O)(=O)c1cccc(F)c1 | x | x | 0.9&1.6&-0.3 | -0.2 | -19.0 | x | x | -9.6 | i | x
CCn1c(COc2ccccc2)nnc1SCC(=O)CC(=O)Nc1ccccc1OC | -0.1 | -9.4 | 0.7 | -1.1 | 1.4 | 0.9 | 17.6 | 27.2 | i | 5.9
CN(c1ncc(C(F)(F)F)cc1Cl)N1C(=O)C2ONC3(C(=O)CC(C)(C)CC3=O)C2C1=O (centres undefined) | -0.9 | -2.5 | -1.3 | 1.6 | 1.3 | -1.9 | 11.1 | -4.4 | i | -11.9
O=C(COC(=O)c1cncc(Br)c1)Nc1nnc(-c2ccccc2)o1 | -2.6 | -0.6 | -0.1 | 5.2 | -6.5 | 6.3 | 9.6 | -2.3 | i | 18.9
COc1cccc(CCc2nnc(CCC(=O)NC(C)c3c(C)nn(C)c3C)o2)c1 (centres undefined) | -0.4 | 4.2 | -1.3 | -9.9 | 18.9 | 3.7 | 25.2 | 6.0 | -0.2 | 2.5
C=CCNc1oc(-c2ccc(Cl)cc2)nc1C#N | 0.5 | 4.8 | 1.6 | 3.6 | -1.9 | x | x | -5.3 | -0.6 | 13.8
Cc1nsc(Nc2ccc([N+](=O)[O-])cc2)c1C#N | -1.2 | -6.2 | 1.2 | -7.7 | -3.4 | 4.2 | 11.1 | 2.9 | 2.1 | -17.2
COC(=O)c1[nH]c2cc(OC)ccc2c1NC(=O)CCN1CCSCC1 | -0.4 | -2.3 | x | 3.6 | 4.2 | -0.7 | 33.8 | 1.2 | -1.3 | -3.5
CC12c3ccccc3C(c3ccccc31)C1C(=O)N(c3ccncc3)C(=O)C12 (centres undefined) | -0.3 | 2.1 | 0.6 | -1.9 | 6.9 | 1.7 | -0.4 | 7.8 | -0.4 | -7.0
CCn1cc(C(=O)N2CCN(C3CCCCC3)CC2)c2cc(OC)c(OC)cc2c1=O | -1.1 | 6.2 | x | -2.7 | 7.3 | -2.4 | -5.8 | 1.1 | 7.7 | -16.8
C=CCn1c2ccccc2c2nnc(SCC(=O)OC)nc21 | x | x | 1.0 | 0.5 | -2.3 | x | x | 7.3 | -0.6 | x
CCOC(=O)c1c(NC(=O)CSc2nnc(CNC(=O)c3ccco3)n2C)sc2c1CCC2 | -0.3 | -0.5 | 0.8 | -1.6 | -4.3 | 3.3 | 17.7 | 20.9 | -4.2 | 5.0
Cc1ccc(-c2csc(N3CCC(C(N)=O)(N4CCCCC4)CC3)n2)cc1 | 0.0 | 3.4 | 0.1 | -2.8 | -6.3 | 4.0 | 16.6 | 13.4 | -0.2 | -3.8
Cn1c(SCCCC(=O)c2ccc(F)cc2)nnc1-c1ccncc1 | 1.1 | 3.1 | x | 1.3 | 4.8 | 1.9 | 8.5 | 5.9 | i | -11.7
CCc1nc2ccc(C(=O)NCCN3CCCC3)cn2c1N(C)Cc1ccc(OC)cc1 | x | x | 0.6 | -4.0 | x | x | x | 2.6 | 0.4 | x
Cc1ccc(SCC(=O)NC2CCCCCC2)cc1 | -0.5 | -3.3 | 2.0 | -3.1 | 4.2 | -2.2 | 2.5 | 12.8 | -0.1 | -7.7
